# IMP-1 inh: inhibitors of Pseudomonas aeruginosa IMP-1 metallo-beta-lactamase; purified IMP-1, nitrocefin hydrolysis, epi-absorbance fluorescence; inhibition, % at 5.6 µM; actives 0.45% (n = 290,000);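 active = inhibition above the mean plus 3 SD of all compounds in the same screening run, cut at about 4.5% in these data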;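 also: 0% = IMP-1 with DMSO and 100% = DMSO wells lacking enzyme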
#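 System: Purified IMP-1 | Read-out basis: Percent enzyme inhibition | Controls: IMP-1 with DMSO as 0%, enzyme-free DMSO as 100% | Replicates: One well per compound | Doses: 5.6 µM nominal single concentration | Detection: Epi-absorbance fluorescence, 480 nm excitation, 530 nm emission | Incubation: 25 °C, 15 min preincubation, 25 min reaction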
# pCIP destab: p/CIP protein destabilization | F442A p/CIP-EGFP cells, EGFP fluorescence, 16 h | Q05BA5 | decrease of EGFP signal, % at 10 µM | actives 0.01% (n = 290,000);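 active = EGFP signal decrease of at least 30% at 10 µM or well 3 SD below plate mean, unless failing retest; inactive = the rest, including hits failing retest or dose response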; also: some compounds called inactive have numbers as strong as hits; many of its hits are not listed in these tables
# Target sequence (Q05BA5 1-1403): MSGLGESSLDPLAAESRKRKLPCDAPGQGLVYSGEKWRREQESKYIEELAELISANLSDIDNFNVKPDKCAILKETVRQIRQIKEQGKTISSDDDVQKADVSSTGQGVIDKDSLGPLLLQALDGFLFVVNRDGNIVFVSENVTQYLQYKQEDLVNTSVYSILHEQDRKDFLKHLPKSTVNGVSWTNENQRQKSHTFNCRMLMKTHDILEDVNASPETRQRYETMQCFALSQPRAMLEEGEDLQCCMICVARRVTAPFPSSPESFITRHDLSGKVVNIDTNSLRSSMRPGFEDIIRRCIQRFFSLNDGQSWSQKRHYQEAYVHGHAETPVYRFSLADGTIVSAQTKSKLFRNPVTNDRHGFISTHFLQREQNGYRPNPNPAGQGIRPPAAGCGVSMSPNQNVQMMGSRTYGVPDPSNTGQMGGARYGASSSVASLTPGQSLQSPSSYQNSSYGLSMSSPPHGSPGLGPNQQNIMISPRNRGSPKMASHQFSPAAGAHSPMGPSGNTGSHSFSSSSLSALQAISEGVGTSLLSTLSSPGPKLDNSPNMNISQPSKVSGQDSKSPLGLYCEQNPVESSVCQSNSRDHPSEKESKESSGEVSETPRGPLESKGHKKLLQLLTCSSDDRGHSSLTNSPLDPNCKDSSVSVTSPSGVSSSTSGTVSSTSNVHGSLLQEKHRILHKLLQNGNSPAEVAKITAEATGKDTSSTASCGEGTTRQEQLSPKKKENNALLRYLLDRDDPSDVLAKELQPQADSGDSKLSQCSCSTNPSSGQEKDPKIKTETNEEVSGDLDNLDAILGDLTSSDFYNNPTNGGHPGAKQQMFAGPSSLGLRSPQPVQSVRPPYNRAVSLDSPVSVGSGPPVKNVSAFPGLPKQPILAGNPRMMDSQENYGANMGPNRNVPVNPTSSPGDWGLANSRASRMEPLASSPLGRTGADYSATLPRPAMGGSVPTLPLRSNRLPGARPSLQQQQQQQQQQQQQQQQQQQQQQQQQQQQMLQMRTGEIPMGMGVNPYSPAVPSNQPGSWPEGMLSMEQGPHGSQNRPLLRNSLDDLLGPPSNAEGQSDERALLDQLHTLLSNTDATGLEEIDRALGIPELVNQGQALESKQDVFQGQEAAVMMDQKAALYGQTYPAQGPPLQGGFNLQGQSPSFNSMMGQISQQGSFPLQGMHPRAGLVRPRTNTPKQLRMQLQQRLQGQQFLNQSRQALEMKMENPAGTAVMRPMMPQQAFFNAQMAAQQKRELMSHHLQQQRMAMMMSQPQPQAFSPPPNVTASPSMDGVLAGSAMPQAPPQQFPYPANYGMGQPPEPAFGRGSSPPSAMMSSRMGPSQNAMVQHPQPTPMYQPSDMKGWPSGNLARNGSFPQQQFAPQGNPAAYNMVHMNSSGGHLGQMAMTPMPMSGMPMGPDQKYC
# VIM-2 inh: blocks Pseudomonas aeruginosa VIM-2 metallo-beta-lactamase | AID 1527 | purified VIM-2, nitrocefin hydrolysis, epi-absorbance fluorescence | inhibition, % at 5.6 µM | actives 0.89% (n = 290,000);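 active = inhibition above the mean of all tested compounds plus 3 SD, cutoff set per screening run, cut at about 7.5% in these data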;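 also: red hydrolysis product quenches plate fluorescence so inhibitors raise well fluorescence; 0% = enzyme with DMSO and 100% = DMSO without enzyme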
# GPR7 antagonist: human neuropeptides B/W receptor 1 antagonism | GPR7-expressing cells, fluorescence antagonist assay | inhibition, % at 4.4 µM | actives 1.1% (n = 290,000); in the data active = inhibition above about 16%, passing the limit was not always enough;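 also: cells stimulated with the agonist NPW; 0% = agonist with vehicle and 100% = vehicle without agonist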
# M18AAP inhibitor: PfM18AAP enzyme inhibition; recombinant PfM18AAP, H-Glu-NHMec fluorogenic cleavage; inhibition, % at 7.35 µM; actives 1.2% (n = 290,000); AID 1822;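 active = inhibition above the campaign mean inhibition over all tested compounds plus 3 SD, cut at about 28% in these data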;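 also: 0% = plate median of test compound wells and 100% = 2 mM ZnCl2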
# NALP1 yeast inh: inhibitors of NALP1 inflammasome in yeast; S. cerevisiae NALP1/ASC/caspase-1 growth, X-gal OD620, 72 h; inhibition, % at 10 µM; actives 0.61% (n = 280,000); in the data active = inhibition mostly above about 24%, no sharp cut-off; inactive = mostly below about 32%; also: some compounds called inactive have numbers as strong as hits
# IDE cell activ: IDE (human) activation, cell-based. activation, % at 5.96 µM. actives 0.073% (n = 340,000). HEK cells, FAbeta-B cleavage, fluorescence polarization; 0% vehicle, 100% cell-free pure enzyme wells. P14735;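 active = activation above the mean of all tested compounds plus 3 SD, set per screening campaign, cut at about 17% in these data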
# PHOSPHO1 inh: blocks human PHOSPHO1 phosphatase activity | Q8TCT1 | recombinant PHOSPHO1, absorbance phosphatase assay | inhibition, % at 13.3 µM | actives 1.1% (n = 290,000) | AID 1565; in the data active = inhibition above about 60%
# IDE cell inh: cellular human IDE inhibition; P14735; actives 0.41% (n = 320,000); inhibition, % at 5.59 µM; HEK cells, FAbetaB cleavage, fluorescence polarization; AID 434962;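 active = percent inhibition above the average of all tested compounds plus 3 SD, set per screening campaign, cut at about 16% in these data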;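 also: IDE supplied by intact live HEK cells; FP after avidin binding of uncleaved biotin substrate so inhibition keeps polarization high; 0% = DMSO wells and 100% = 60 µM reference IDE inhibitor Ii1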
# An asterisk follows results filed as active; . = not tested or not shown.
SMILES,IMP-1 inh,pCIP destab,VIM-2 inh,GPR7 antagonist,M18AAP inhibitor,NALP1 yeast inh,IDE cell activ,PHOSPHO1 inh,IDE cell inh
COC(=O)/C(C#N)=C/c1ccc(OC(=O)c2ccccn2)cc1,-0.7,5.0,-1.3,-0.1,-12.2,14.5,-3.5,-2.7,0.2
COc1ccc(N=Nc2cc(C)ccc2O)cc1,-2.3,-6.2,-3.5,-14.2,-3.9,6.4,-2.5,32.2,-2.1
C=CCOc1ccc(/C=N/NC(=O)C(C)Sc2ccccn2)cc1OCC (stereo not drawn),-3.4,-4.7,-4.3,-5.8,0.5,26.2,1.6,-4.0,-4.1
N#Cc1c(N)nc2c(c1-c1ccc(F)cc1)c(=O)nc1sccn12,-2.3,-140.4,-2.1,-12.7,1.6,0.9,0.0,10.8,6.1
Cc1ccc(C(C)C)c(OCC(=O)NC2CCN(C)CC2)c1,-2.0,8.3,-3.0,-10.0,2.3,11.1,1.6,42.8,3.1
CNc1nc(-c2ccc3c(c2)CCN3C(=O)c2cccc(F)c2)cs1,-0.9,5.8,-2.1,-4.9,0.9,.,1.4,20.4,-5.2
COc1ccc(C(=O)OCC(=O)Nc2cc(C)on2)c(OC)c1OC,-2.5,-1.2,-2.9,7.1,-0.2,6.4,6.8,16.1,2.3
COc1ccc(N(CC(=O)NCCC2=CCCCC2)S(=O)(=O)c2ccccc2F)cc1,-1.9,-6.9,-1.8,2.5,2.9,.,2.7,20.4,-2.9
c1ccc(Nc2nc(NCCN3CCOCC3)nc(Nc3ccccc3)n2)cc1,-3.6,-26.0,-1.0,3.2,-5.3,9.9,2.8,.,4.2
C#CCSc1nnc(-c2c[nH]c3ccccc23)n1C,-3.5,2.3,1.3,6.6,5.0,.,-3.0,16.5,1.7
N/C(=N\OC(=O)COc1ccccc1)c1ccncc1,-3.4,-1.7,-2.6,13.5,-4.6,-38.2,4.2,7.6,-0.9
CCCOc1ccc(C(C)=O)cc1CC(C(N)=O)C(N)=O,-0.1,-11.1,0.1,-4.3,-8.7,0.4,0.9,-9.3,6.8
CCOC(=O)N1CCN(c2c(NCCCN3CCCCCC3)c(=O)c2=O)CC1,-0.6,1.4,0.4,3.8,-15.1,19.6,8.2,-11.3,-1.3
Cc1ccc(C)c(/C(O)=C2/C(=O)C(=O)N(CCN3CCOCC3)C2c2ccco2)c1 (stereo not drawn),0.4,-8.9,4.1,-2.4,25.8,0.5,-1.7,-20.9,1.6
Nc1c(Cl)ncnc1NCC(O)CO (stereo not drawn),-2.3,-13.7,-2.2,-8.1,4.8,-12.5,7.6,20.3,0.9
O=C(N/N=C/c1cc(Br)cc(Br)c1O)c1cccc(S(=O)(=O)N2CCOCC2)c1,-2.0,-1.4,-1.5,-18.0,-7.0,.,11.4,24.8,0.7
COC(=O)c1cc(S(=O)(=O)N2CCN(c3ccc([N+](=O)[O-])cc3)CC2)c[nH]1,2.2,1.3,-0.1,32.4*,7.0,28.5,-2.7,59.8,0.3
O=C(N/N=C/c1ccc2c(c1)OCO2)c1ccc2c(c1)OCCO2,-3.1,-4.1,-3.5,-6.4,2.7,27.1,-5.5,2.1,4.5
CN(C)C(=O)c1ccc(NC(=O)c2cccnc2)cc1,-0.4,-3.1,-3.2,-8.5,-2.3,7.2,-2.3,3.2,-3.8
O=C(O)c1cc(-c2ccc(Cl)s2)[nH]n1,-2.9,-14.4,-3.8,-10.1,3.3,.,4.8,41.6,-2.7
COc1ccccc1N1CCN(CCCCOc2c(OC)cccc2OC)CC1,-1.8,0.1,-2.3,-9.5,0.8,27.3,2.5,15.9,0.9
N#CCCN1CCN(S(=O)(=O)c2ccc(S(=O)(=O)NC3CCCC3)cc2)CC1,-2.6,-15.3,-3.6,-10.9,-3.1,31.8,1.5,-53.3,0.6
O=C(Cc1ccccc1)Nc1ccccc1C(=O)NCC1CCCO1 (stereo not drawn),-1.8,-5.2,0.7,0.2,-1.2,16.1,4.3,27.4,-1.8
COc1cc(O)c(C(CC(=O)N2CCN(c3ccccc3)CC2)c2ccc3c(c2)OCO3)c(OC)c1 (stereo not drawn),.,-8.4,.,.,.,-3.7,-3.6,35.3,-6.3
Cc1c(N2C(=O)c3ccccc3C2=O)c(=O)n(-c2ccccc2)n1C,-2.1,-5.9,-2.3,-10.7,-2.0,-25.3,4.3,-16.0,-3.7
# (further entries)
SMILES,IMP-1 inh,pCIP destab,VIM-2 inh,GPR7 antagonist,M18AAP inhibitor,NALP1 yeast inh,IDE cell activ,PHOSPHO1 inh,IDE cell inh
CCOc1ccc(S(=O)(=O)N(C)CC(=O)NC2CCCC2)cc1,-2.0,-2.6,-2.0,-10.9,2.4,3.3,0.3,42.7,-0.8
CC1(c2ccc([N+](=O)[O-])c(CS(=O)(=O)c3ccccc3)c2)OCCO1,-2.7,10.7,-0.8,-11.8,-1.2,3.1,.,31.7,5.5
COc1cc(OC)cc(-c2nnc(SCC(=O)Nc3ccc(C(=O)O)cc3)s2)c1,-2.7,11.9,-1.7,3.4,2.6,-63.8,0.9,19.9,0.7
COc1ccc(-c2nc3ccccn3c2NCc2ccc3c(c2)OCO3)cc1,-5.2,-4.8,-4.2,-7.5,0.2,-0.2,-6.1,-4.4,3.0
CCOc1ccc2nc(N3CCCCCC3)sc2c1,-1.8,-3.4,-2.7,-13.9,-0.7,-0.4,2.6,-8.0,6.9
Cn1c(OCc2cccnc2)nc2c1c(=O)n(Cc1ccc(Cl)cc1)c(=O)n2C,-3.5,.,-1.8,-3.2,0.8,.,4.1,.,8.7
COc1ccc(C(C(=O)NC(C)(C)C)N(CCO)C(=O)CCC(=O)Nc2cc(C)on2)cc1 (stereo not drawn),-1.7,-4.6,-0.6,-13.7,-0.6,15.8,3.9,26.1,-0.4
Cc1ccc(S(=O)(=O)NCc2ccc3[nH]c(C)cc3c2)cc1,-2.3,3.0,-3.6,-2.2,-0.3,1.3,-2.3,-9.7,2.0
COc1cc(C(CC(=O)Nc2ccc(C)cn2)N2Cc3ccccc3C2=O)cc(OC)c1OC (stereo not drawn),-2.6,-22.8,-5.3,0.1,-18.7,19.6,1.3,.,-0.1
CC(C)N(CCNC(=O)c1cn(C)c2ccc(S(=O)(=O)N(C)C)cc2c1=O)Cc1ccccc1,2.0,-8.3,-0.4,1.8,1.9,-27.9,7.2,12.6,6.9
CCOc1ccc(-c2nnc(-c3ccco3)o2)cc1OCC,-1.3,-15.7,0.3,-1.8,5.6,-0.8,1.1,15.4,-1.6
Cc1ccc(NC(=O)c2ccc(CSc3ccccn3)cc2)c(O)c1,-1.6,5.9,-2.5,-0.2,0.0,-6.1,-2.8,11.5,-0.2
CCC(C(=O)NCCCN1CCCC1=O)n1c2ccccc2c2nc(=O)cc(C)n21 (stereo not drawn),-1.6,7.4,-0.1,-1.0,-6.2,25.2,2.1,43.5,0.4
COc1cc(C(=O)OCC(=O)Nc2cc(C)on2)cc(OC)c1OC,-0.6,1.6,-3.4,-5.4,-3.4,-1.6,5.1,-20.6,-2.5
CCN1C(=O)C2C(c3ccc(O)c(OC)c3)NC(C)(C(=O)OC)C2C1=O (stereo not drawn),-2.0,-1.6,-3.0,-12.9,-7.6,-6.3,6.2,-10.0,4.2
Fc1ccc(CN2CCN(C(=S)NCCc3ccccc3)CC2)c(Cl)c1,-0.7,-7.8,-0.2,-5.3,-5.2,-0.6,-2.0,32.3,-5.7
COc1ccccc1OCC(O)CNCc1ccc2c(c1)OCO2 (stereo not drawn),-2.5,-11.9,-0.6,-11.3,-1.2,5.6,11.5,31.5,13.4
CCCCN(c1ccccc1)S(=O)(=O)c1cccc2cccnc12,0.5,-1.7,0.7,1.0,0.1,.,3.5,37.0,0.9
C/C(CC1(O)C(=O)N(Cc2ccccc2)c2ccccc21)=N\O (stereo not drawn),-0.9,-22.9,-2.2,5.7,-2.5,.,2.4,1.2,0.2
CC(CNC(=O)c1ccc(N)cc1)NC(=O)c1ccc(N)cc1 (stereo not drawn),-2.4,2.7,-1.2,-13.2,-1.3,-5.8,7.1,-10.2,1.1
O=C(CN1CCN(c2ncccn2)CC1)Nc1ccccc1-n1cccc1,-2.1,-5.2,-1.8,-5.7,8.0,25.8,-1.9,7.4,2.3
COC(=O)c1cn(NC(=O)Cc2cccc(C(F)(F)F)c2)c(=O)c2ccccc12,-3.4,-5.0,-1.9,-6.9,6.6,12.7,2.8,-23.0,7.2
CC(=O)c1cccc(N(C(=O)CS(=O)CC(=O)Nc2ccc(F)cc2)C(C(=O)NC2CCCCC2)c2ccc(C)o2)c1 (stereo not drawn),-2.9,0.4,-4.1,-14.6,4.1,.,0.6,11.6,-0.9
COc1ccc(C(=O)/C=C/c2cc(C(=O)O)cc3c2OCOC3)c(O)c1,-1.7,-7.2,2.1,-1.5,-10.3,.,1.6,14.9,1.9
CCOc1cc(C(=O)Nc2cc(C)ccn2)cc(OCC)c1OCC,-2.1,3.1,-2.0,-3.3,-5.1,6.9,-7.3,-3.0,-0.6

# Gathered by group: those above containing two or more sulfur atoms
SMILES,IMP-1 inh,pCIP destab,VIM-2 inh,GPR7 antagonist,M18AAP inhibitor,NALP1 yeast inh,IDE cell activ,PHOSPHO1 inh,IDE cell inh
N#CCCN1CCN(S(=O)(=O)c2ccc(S(=O)(=O)NC3CCCC3)cc2)CC1,-2.6,-15.3,-3.6,-10.9,-3.1,31.8,1.5,-53.3,0.6
COc1cc(OC)cc(-c2nnc(SCC(=O)Nc3ccc(C(=O)O)cc3)s2)c1,-2.7,11.9,-1.7,3.4,2.6,-63.8,0.9,19.9,0.7

# Further entries follow:
SMILES,IMP-1 inh,pCIP destab,VIM-2 inh,GPR7 antagonist,M18AAP inhibitor,NALP1 yeast inh,IDE cell activ,PHOSPHO1 inh,IDE cell inh
CC(=O)Nc1ccc(S(=O)(=O)NCC(CCC(=O)O)C(F)(F)F)cc1 (stereo not drawn),-2.2,-6.2,-1.2,2.4,-0.9,-2.9,3.6,44.0,1.8
CN(C(=O)COC(=O)c1sc2ccccc2c1Cl)C1CCCCC1,-2.3,-0.7,-2.5,-11.4,6.3,31.0,6.0,0.2,-4.5
O=c1n(Cc2ccccc2)c2cc(Cl)cnc2n1Cc1ccccc1,-1.7,1.7,-2.8,-6.6,5.4,24.6,1.7,-13.8,-2.3
O=C(C1CC(Cl)CN1S(=O)(=O)c1ccc(Cl)cc1)N1CCOCC1 (stereo not drawn),-2.1,7.8,3.2,-2.6,-8.3,-5.3,1.5,8.2,3.0
Cc1cnc(C(=O)OCC(=O)c2cc(C)n(C)c2C)cn1,-2.1,4.0,1.5,-3.3,-18.4,-9.7,-4.0,24.1,5.1
CCN(CC)S(=O)(=O)c1ccc(N=Nc2c(N)[nH]c(=O)[nH]c2=O)cc1,-1.0,-15.2,-2.2,-9.8,-5.2,-1.3,3.7,20.3,-3.9

# Grouped by structure, the entries above with a thiophene ring, fused or not.
SMILES,IMP-1 inh,pCIP destab,VIM-2 inh,GPR7 antagonist,M18AAP inhibitor,NALP1 yeast inh,IDE cell activ,PHOSPHO1 inh,IDE cell inh
O=C(O)c1cc(-c2ccc(Cl)s2)[nH]n1,-2.9,-14.4,-3.8,-10.1,3.3,.,4.8,41.6,-2.7
CN(C(=O)COC(=O)c1sc2ccccc2c1Cl)C1CCCCC1,-2.3,-0.7,-2.5,-11.4,6.3,31.0,6.0,0.2,-4.5

# Screens (PubChem)
